Screening data: PubChem, several laboratories
Rin1 Abl inh – inhibitors of Rin1-Abl protein binding, primary screen, biochemical, TR-FRET; inhibition, % at 7.35 µM; Tyrosine-protein kinase ABL1 (Homo sapiens) + Ras and Rab interactor 1 (Homo sapiens), …; AID 588664, 2011; 360,000 tested, 0.4% active; in the data active = inhibition above about 5%, passing the limit was not always enough
FAS-TE inh – FAS thioesterase domain inhibitors, primary screen, biochemical, fluorescence intensity, uHTS | inhibition, % at 15 µM | 360,000 tested, 0.67% active | recombinant FAS-TE, OMFH fluorogenic substrate, fluorescence endpoint;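 active = compounds whose normalised, plate-corrected inhibition of enzyme fluorescence in the single-dose primary screen is 50% or more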;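 also: 0% = DMSO with enzyme and 100% = substrate without enzyme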
Neddyl block – inhibitors of cullin neddylation, primary screen, biochemical, TR-FRET, uHTS, NAE and Ubc12; NEDD8-conjugating enzyme Ubc12 (Homo sapiens) + NEDD8-activating enzyme E1 regulatory …; calls only at 25 µM; 360,000 tested, 0.58% active; in the data active = inhibition above about 36%
CSN deneddyl inh – inhibitors of CSN-mediated cullin deneddylation, primary screen, biochemical, fluorescence polarization, uHTS. Purified CSN, SCF-Nedd8-OG deneddylation. inhibition, % at 12.5 µM. 360,000 tested, 0.38% active. AID 651999, 2013;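 active = pattern-corrected inhibition above about 35%, with an unprinted fluorescence ratio check between 0.5 and 1.5, limit read from the data, passing the limit was not always enough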;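 also: 0% = enzyme with substrate and 100% = substrate without enzyme; some results filed as inactive read as strong as hits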
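Assay system: Purified human Csn5 enzyme expressed in HEK293T cells | Amount: Enzyme 0.24 nM | Measured by: Fluorescence polarization readout | Medium: Tris/NaCl/DTT buffer, pH 7.5 | Compound dosing: One concentration, 12.5 µM, 0.25% DMSO | Times: 90 min incubation of compound, enzyme and substrate at room temperature | Control set: no-enzyme wells high, enzyme-with-substrate wells low | Read-out: % inhibition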
PABP1 MLLE inh – inhibitors of PABP1 MLLE–PAM2 peptide binding, primary screen, biochemical, fluorescence polarization, FITC-PAM2, GST-MLLE | inhibition, % at 20 µM | 360,000 tested, 0.36% active; in the data active = inhibition above about 35%, passing the limit was not always enough;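 also: plate controls were DMSO wells with GST-MLLE for no effect and wells lacking GST-MLLE protein for full effect; some results filed as inactive read as strong as hits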
MT1-MMP act inh – blockers of MT1-MMP proenzyme processing, primary screen, HT1080 RFP-PRO-GFP cells, GFP/RFP fluorescence. Matrix metalloproteinase-14 (Homo sapiens), P50281. GFP/RFP ratio fluorescence, overnight; percent of plate control window, DMSO zero. GFP/RFP ratio change, % at 20 µM. 360,000 tested, 0.061% active. AID 651647, 2012;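 active = GFP/RFP ratio change of at least 30% with cell ATP level not reduced by more than half and red fluorescence within 50% of control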; also: strong numbers were not always called active
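Test system: HT1080 cells expressing an RFP-PRO-GFP fluorescent reporter construct / Compound dosing: single-point 20 µM compound, 1% DMSO / Schedule: cells overnight before dosing, compound overnight, 37 °C, 5% CO2 / Evaluation: GFP/RFP fluorescence ratio / Control set: DMSO and RFP-L50D-GFP cell wells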
Rpn11 block – Rpn11 (PSMD14) deubiquitinase inhibitors, primary screen, biochemical, fluorescence polarization, uHTS | human 26S proteasome, Ub4-pepOG fluorescence polarization; 20S core pre-blocked with epoxomicin | calls only at 20 µM | 360,000 tested, 0.59% active | AID 588493, 2011;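 active = inhibition at 20 µM, scaled to each plate's controls, above about 33%, limit read from the data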
NadD inh – inhibitors of S. aureus NadD, primary screen, biochemical, colorimetric, uHTS. purified NadD enzyme, colorimetric absorbance read-out. 360,000 tested, 0.78% active. Nicotinate-nucleotide adenylyltransferase NadD (Staphylococcus aureus N315). inhibition, % at 20 µM; in the data active = inhibition above about 26%; also: some compounds past the cut are filed as inactive
SKN-1 inh – suppressors of acrylamide-induced Pgst-4::GFP reporter in worms, primary screen, SKN-1 inhibitor project, whole organism, uHTS, GFP/RFP fluorescence ratio, strain VP596; C. elegans VP596 Pgst-4::GFP/RFP ratio, 24 h; inhibition, % at 21.8 µM; 360,000 tested, 0.49% active;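 active = interference check ratio from 0.5 to 1.5 plus GFP to RFP signal ratio inhibition reaching or exceeding a fixed threshold, cut at about 30% in these data, passing the limit was not always enough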; also: some compounds called inactive have numbers as strong as hits
* = called active by the depositor; i = inactive; / = no result given; + = active, no number.

SMILES	Rin1 Abl inh	FAS-TE inh	Neddyl block	CSN deneddyl inh	PABP1 MLLE inh	MT1-MMP act inh	Rpn11 block	NadD inh	SKN-1 inh
COC(=O)c1ccc2nc(-c3ccc(F)cc3)c(Cc3cccc(Cl)c3)n2c1	/	20	/	3	/	0	/	4	-11
O=C1c2ccccc2NC(c2ccccn2)N1NS(=O)(=O)c1ccccc1 (configuration not stated)	4	-10	/	3	-8	2	i	-1	1
Cc1ccccc1-n1c(SCC(=O)O)nc2sc3c(c2c1=O)CCCC3	-3	1	i	-2	4	3	i	-9	36*
COc1ccccc1C(=O)NC(=S)Nc1ccc(N2CCOCC2)c(Cl)c1	0	16	i	-1	30	1	i	-9	7
COc1ccc(CCNC(=O)c2ccc(Br)o2)cc1Br	/	-6	i	-5	/	6	/	-5	-6
CC(C)(C)OC(=O)N1CCC2(CC1)Oc1ccc(Cl)cc1C(=O)C21CC(c2ccc(Cl)cc2)=NO1 (configuration not stated)	3	43	i	-4	-2	-5	i	12	-6
COCCN(CCOC)c1ncnc2c1cnn2-c1ccc(Cl)cc1	6	5	i	6	18	0	i	1	10
Cc1ccc(N=CC=C2OC(C)(C)C(C)(C)O2)c(C)c1	-3	-3	i	1	2	5	i	-1	-15
O=C(OCC(=O)c1ccccc1)C1=NN(c2ccccc2)C(=O)CC1	-5	-5	i	-5	-3	-2	i	-5	-8
CCO[C@H]1OC(C(=O)NCc2nc3ccccc3[nH]2)=C[C@@H](C)[C@@H]1CCCO	4	-4	i	-1	9	3	i	-1	-3
CC1=CC(C)C(C(=O)O)C(C(=O)O)C1 (configuration not stated)	0	-7	i	5	3	2	i	-3	3
O=C(CNC(=O)c1ccccc1F)N/N=C/c1ccco1	2	-7	i	-1	-8	2	i	0	0
Cc1noc(C)c1NC(=O)N(C)C[C@H]1Oc2ccc(NC(=O)NC(C)C)cc2C(=O)N([C@H](C)CO)C[C@H]1C	2	-7	i	-4	-1	0	i	1	11
O=C(NNC(=O)C1CCC(C(=O)NNC(=O)c2cccs2)CC1)c1cccs1 (configuration not stated)	1	-5	i	3	6	-7	i	-1	17
Cc1ccc(/C=N/NC(=O)c2cccc(S(=O)(=O)Nc3cccc(Cl)c3)c2)o1	4	-9	+	-3	-2	2	i	4	-5

Shown as a markdown table: entries from further up.
| SMILES | Rin1 Abl inh | FAS-TE inh | Neddyl block | CSN deneddyl inh | PABP1 MLLE inh | MT1-MMP act inh | Rpn11 block | NadD inh | SKN-1 inh |
| --- | --- | --- | --- | --- | --- | --- | --- | --- | --- |
| CC1=CC(C)C(C(=O)O)C(C(=O)O)C1 (configuration not stated) | 0 | -7 | i | 5 | 3 | 2 | i | -3 | 3 |
| O=C1c2ccccc2NC(c2ccccn2)N1NS(=O)(=O)c1ccccc1 (configuration not stated) | 4 | -10 | / | 3 | -8 | 2 | i | -1 | 1 |

(cont.)
SMILES	Rin1 Abl inh	FAS-TE inh	Neddyl block	CSN deneddyl inh	PABP1 MLLE inh	MT1-MMP act inh	Rpn11 block	NadD inh	SKN-1 inh
COc1cc(CN2CCN(C(=O)c3cccc4ccccc34)CC2)cc(OC)c1O	-3	-5	i	5	0	1	i	-6	-2
O=C(OCc1ccccc1Cl)c1ccc(-n2cnnc2)cc1	1	-4	i	-2	-7	2	i	1	0
CC(C)Oc1ccccc1NC(=O)CSc1nccn1C	1	-5	i	0	-9	-3	i	2	20
CC(=O)c1cccc(-c2ccnc3c2CC(C(=O)N2CCN(C)CC2)O3)c1 (configuration not stated)	3	-5	i	-6	4	-2	i	-1	-12
O=C(NCc1ccco1)c1nc2ccccc2s1	-6	-4	i	0	18	-1	i	-4	-6
Cc1ccc(CSCc2ccc(C(=O)NC3CC3)o2)cc1	2	-2	i	-4	7	3	i	-2	-7
CCn1nc(C(=O)OCC(=O)c2ccc3c(c2)OCCO3)c2ccccc2c1=O	0	19	i	-2	15	-14	i	-7	3
O=S(=O)(/C(=C/c1ccc(C(F)(F)F)cc1)c1nc2ccccc2[nH]1)c1ccccc1	-1	30	i	7	7	-24	i	0	-8
COC(=O)c1ccc(C(=O)OC)c(NC(=S)N2CCN(c3ccc(F)cc3)CC2)c1	-1	2	i	-3	-34	0	i	-1	-3
CSCC[C@H](NC(=O)C1CCCC1)c1nc2ccccc2[nH]1	1	-5	i	-2	2	-3	i	-3	0
COC(=O)c1ccccc1NC(=O)NC1CCC(C)CC1 (configuration not stated)	-3	8	i	-2	5	-5	i	-4	8
O=C(O)CNS(=O)(=O)c1ccc(Br)s1	-2	-3	i	3	-2	7	i	-7	-1
Cn1c(-c2ccc(Br)cc2)cnc1NCc1cccnc1	2	-7	i	-3	-8	-1	i	-4	8
CNc1ccc(C(=O)c2ccccc2C(=O)O)cc1[N+](=O)[O-]	-2	-6	i	-3	14	5	i	3	-4
CCOC(=O)c1ccc(NC(=O)C2(c3ccc(Cl)cc3)CCCC2)cc1	-2	31	i	-1	12	-6	i	-10	-4
CC(C)(C)NC(=O)COC(=O)c1nsc(Cl)c1Cl	1	-5	i	0	-6	5	i	-1	1
CC1CC(=O)Nc2ccccc2S1(=O)=O (configuration not stated)	2	-10	i	0	-4	-1	i	-3	-6
Cc1ccc(C(=O)Nc2ccc(C(=O)NCC3CCCO3)cc2)cc1 (configuration not stated)	-6	-4	i	3	-4	2	i	-2	-3
Cc1ccc(S(=O)(=O)NNC(=S)Nc2ccc(Cl)cc2)cc1	-2	-3	i	-1	23	9	i	0	-11
Cc1oc(-c2ccccc2F)nc1CS(=O)(=O)CC(=O)NC1CCCC(C)C1C (configuration not stated)	-1	3	i	-1	-1	-2	i	-4	16
CN1CC=C2C(C#N)=C(N)C(C#N)(C#N)C(Cc3ccccc3)C2C1 (configuration not stated)	4	-8	i	-22	65	-40	i	-2	-9
Cn1cc(Br)c(C(=O)N/N=C/c2cccc(OC3CSC3)c2)n1	0	1	i	1	3	0	i	-6	7
CCCN(CC(=O)Nc1ccccc1OC)C(=O)c1ccncc1	1	0	i	0	-7	1	i	-9	27
O=C(Nc1cccc(S(=O)(=O)N2CCOCC2)c1)c1cccc(S(=O)(=O)N2CCCC2)c1	0	2	i	1	-5	8	i	1	-9
CC(C)c1ccc(/C=C/C(=O)n2nnc3ccccc32)cc1	1	21	i	5	4	0	i	5	4
Cc1cccc(NC(=O)Nc2ccc(C#N)cc2)n1	5	0	i	-1	1	-12	i	5	-3
CCOc1ccc(C2Nc3cccc4cccc(c34)N2)cc1OC	2	9	i	3	-11	3	i	20	-1
CC1CN(C(=O)COC(=O)c2ccc(F)cc2Cl)CC(C)O1 (configuration not stated)	1	0	i	1	0	3	i	-1	-7
COC(=O)Cn1c(=O)c2c(nc3n2CCCN3CCc2ccccc2)n(C)c1=O	2	-8	i	-2	-13	3	i	-7	-10
CCCCCSc1nc2c(c(=O)[nH]c(=O)n2C)n1C(C)C	2	-5	i	-1	14	3	i	-6	-6
COc1ccc(OCCN2CCC(C(=O)NC(c3ccc(C)cc3)c3ccccn3)CC2)cc1 (configuration not stated)	1	-8	i	1	-4	-1	i	-6	7
O=C(Nc1ccccc1)N1CCCN(c2ccc(C(F)(F)F)cn2)CC1	4	1	i	-1	4	10	i	-1	-5
COc1ccc(S(=O)(=O)N2CCCCC2)cc1NCC(=O)Nc1ccc(C)cc1	3	11	i	0	-5	0	i	-3	-8
Cc1ccc2cc3cc(C(=O)N4CCCCCC4)oc3nc2c1	0	78*	i	-2	-4	-2	i	-9	-4
CC1(C(=O)NS(=O)(=O)c2cccc(Cl)c2)CCN1C(=O)CCc1ccccc1 (configuration not stated)	0	-9	i	-3	4	2	i	-2	-1
CCCn1c(=O)c(C(=O)NCc2ccccc2)c(O)c2ccccc21	-5	17	i	2	-11	0	i	1	5
N#C[C@@H]1N(Cc2ccccc2)C(=O)[C@H]2CC3C=CC21O3 (some centres not stated)	2	0	i	-6	1	/	i	5	3
COC(C(=O)Nc1ccc(S(=O)(=O)Nc2ccc(F)cc2)cc1)c1ccccc1 (configuration not stated)	-3	8	i	-9	12	6	i	-10	0
O=C(NCc1n[nH]c(=S)n1-c1ccc(F)cc1)c1ccc(S(=O)(=O)N2CCCCC2)cc1	0	-3	i	7	-17	4	i	0	7
Cn1c(SCc2nc(-c3ccccc3)no2)nnc1-c1ccco1	1	-6	i	0	6	-4	i	-8	-11
CCOc1ccc(OCCC(=O)OCC(=O)NC(C)c2ccccc2)cc1 (configuration not stated)	2	-3	i	0	-20	1	i	-4	-9
COCCCN=CC1=C(O)CC(C)(C)CC1=O	-4	-5	i	1	-9	2	i	-2	-3
O=C(Nc1ccc(C(=O)N2CCOCC2)cc1)c1ccccc1	2	-10	i	-2	-1	2	i	1	8
COc1ccc(CN2C(=O)c3ccccc3C(/C=N\OCc3ccc(C)cc3)C2=O)cc1 (configuration not stated)	3	16	/	5	-21	-3	i	14	8
Cc1cc(C(=O)N/N=C/c2ccc([N+](=O)[O-])cc2)c(C)o1	1	6	i	-1	14	8	i	-1	-5
COc1cc(NC(=O)Cc2ccc([N+](=O)[O-])cc2)c(C(=O)O)cc1OC	-5	-6	i	-4	-2	5	i	-6	3
O=C(O)CCSc1nc(C(F)(F)F)cc(=O)n1-c1ccccc1	-1	-6	i	-4	5	7	i	2	12
O=C(NCC(=O)N(Cc1cccs1)C(C(=O)NC1CCCC1)c1ccco1)c1cccs1 (configuration not stated)	-6	-1	i	6	0	-3	i	-4	-4
N#CCSCC(=O)Nc1ccc(F)cc1	4	-4	i	-3	1	-5	i	2	12
O=C1NC(Cc2ccccc2)c2nc3ccccc3c(=O)n2-c2ncccc21 (configuration not stated)	-5	-5	i	2	3	-2	i	-4	-17
COc1ccc(-n2nc(C(=O)NCC(=O)Nc3cccc(C)n3)c3ccccc3c2=O)cc1	1	4	i	0	6	-2	i	1	-8
Cn1c(N2CCN(C(c3ccccc3)c3ccccc3)CC2)nc2ccccc21	1	30	i	5	5	7	i	3	3
COc1ccc(CNC(=O)CCC(=O)Nc2cccnc2)cc1	-4	-6	i	2	8	2	i	8	12
COc1ccc(OC)c2[nH]c(=O)c(CCNC(=O)C(C)(C)C)cc12	-2	-2	i	0	3	1	i	1	-6
O=C(O)c1ccccc1NS(=O)(=O)c1ccc(N/N=C/c2ccc(O)c(O)c2)c([N+](=O)[O-])c1	-2	37	i	38	4	25	i	19	26
COc1ccc(CCNC(=O)Nc2nc(C(N)C3CCCCC3)cs2)cc1OC (configuration not stated)	-6	-4	i	1	10	-3	i	-9	-5

Random excerpt: 2 records from the list.
SMILES	Rin1 Abl inh	FAS-TE inh	Neddyl block	CSN deneddyl inh	PABP1 MLLE inh	MT1-MMP act inh	Rpn11 block	NadD inh	SKN-1 inh
N#CCSCC(=O)Nc1ccc(F)cc1	4	-4	i	-3	1	-5	i	2	12
O=C(O)c1ccccc1NS(=O)(=O)c1ccc(N/N=C/c2ccc(O)c(O)c2)c([N+](=O)[O-])c1	-2	37	i	38	4	25	i	19	26
